# Assay outcomes: PubChem BioAssay, several laboratories
# SIAH1 antagonists = blockers of Siah-1 interaction with plectin peptide – biochemical, fluorescence polarization, rhodamine-plectin, uHTS, primary screen (AID 1817); one-dose displacement, % at 20 µM; IC50 in µM for titrated hits; 290,000 compounds, 0.02% hits; Siah-1 / rhodamine-plectin peptide fluorescence polarization; higher % means a stronger effect;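 active = displacement of at least 50% at 20 µM, with a fluorescence ratio check between 0.3 and a set limit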;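 note: plate controls were Siah plus tracer with DMSO for no effect and tracer alone without Siah for full effect; strong numbers were not always called active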
# HEK293 NOD2/NF-kB = inhibition of NOD2-driven NF-kB reporter – cell-based, luminescence, uHTS, HEK293 (AID 1566). HEK293 NOD2/NF-kB luciferase reporter, luminescence; higher % means a stronger effect. one-dose inhibition, % at 4 µM; EC50 in µM for titrated hits. 290,000 compounds, 0.63% hits; note: many of its hits are not listed in these tables
# NS5 inhibitors = flavivirus cap methylation enzyme inhibition – biochemical, confirmation dose response, primary screen (AID 588689) | 340,000 compounds, 0.3% hits | inhibition, % at 25 µM; hits with a dose series show IC50 in µM | Dengue-2 NS5 methyltransferase capping enzyme assay, biochemical; higher % means a stronger effect; in the data active = a potency from the dose series
# Myeloid diff 2 = compounds promoting myeloid differentiation; ER-HoxA9 myeloid progenitors, lysozyme-GFP differentiation, flow cytometry; calls only at 10 µM; 360,000 compounds, 1% hits; AID 624256;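 active = normalized GFP-positive differentiation at or above the plate's own cutoff, the solvent-only control mean plus 3 SD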;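 note: cells exposed to compound for four days before flow analysis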
# AID2073 = disruptors of CaV2.2 binding to Mint1 – biochemical, HTRF (AID 2073); 290,000 compounds, 0.19% hits; inhibition, % at 20 µM, or IC50 in µM where a hit was titrated; HTRF protein-protein interaction, Mint1-CaV2.2; higher % means a stronger effect; in the data active = inhibition mostly above about 51%, no sharp cut-off; note: some results filed as inactive read as strong as hits
# LYP inhibition = PTPN22 lymphoid phosphatase activity blockers – biochemical, fluorescence intensity, uHTS (AID 1779) | recombinant LYP phosphatase, fluorescence intensity; higher % means a stronger effect | 290,000 compounds, 0.054% hits | inhibition, % at 11.5 µM, or IC50 in µM where a hit was titrated;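 note: plate controls were vehicle with enzyme for no effect and no enzyme for full effect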
# Lipid droplet = hepatic lipid droplet formation modulation; AML12 mouse hepatocytes, oleate lipid droplets, BODIPY imaging; 240,000 compounds, 0.4% hits; AID 1656; inhibition, % at 6.5 µM;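 active = lipid droplet intensity inhibited by at least 50%, with more than 500 cells counted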
#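 Test system: AML12 hepatocytes (mouse); reagent: oleate loading, 100 µM; dosing: one dose, 6.5 µM compound; incubation: overnight exposure; signal: fluorescence imaging, 20x objective, two fields per well; read-out basis: % inhibition of corrected integrated BODIPY droplet signal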
# HIV peptide binding = inhibitors of HIV fusion peptide binding, primary screen, biochemical, uHTS, fluorescence dequenching (AID 1986); cell-free peptide binding, fluorescence dequenching, 30 min; higher % means a stronger effect; inhibition, % at 20 µM, or IC50 in µM where a hit was titrated; 290,000 compounds, 0.3% hits; in the data active = inhibition mostly above about 52%, no sharp cut-off; inactive = mostly below about 76%; note: some results filed as inactive read as strong as hits
# XIAP displacement = XIAP antagonists, biochemical, IAP family, fluorescence polarization (AID 1018); one-dose displacement, % at 20 µM; IC50 in µM for titrated hits; XIAP BIR domain, fluorescence polarization peptide displacement; higher % means a stronger effect; 200,000 compounds, 0.007% hits; in the data active = displacement above about 50%; note: a part of the inactive calls stands beside numbers as strong as those of hits
# Lipid droplet cells 6.5 µM = recorded beside Lipid droplet, whose call it bears; cell count; measured here: cell count, cytotoxicity flag;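 cells counted across two imaged fields per well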
# NS5 inhibitors pilot replicate = recorded beside NS5 inhibitors, whose call it bears; inhibition, %; measured here: pilot screen replicate inhibition
# Myeloid diff 2 GFP+ MAC1+ % = also measured in Myeloid diff 2; calls as there; GFP+ MAC1+ double positive, %; measured here: differentiation confirmed by MAC1 staining
# Active calls of the source: *; i = inactive; nt = not tested or not shown. Cut-off read from the data, not from the text of the source, unless noted: active = inhibition above about 50%; inactive = the rest. A portion of the library (hit frequency here may not be typical).
# A first look (12 entries):
SMILES,SIAH1 antagonists,HEK293 NOD2/NF-kB,NS5 inhibitors,Myeloid diff 2,Myeloid diff 2 GFP+ MAC1+ %,AID2073,LYP inhibition,Lipid droplet,Lipid droplet cells 6.5 µM,HIV peptide binding,XIAP displacement,others
CCOc1ccc(S(=O)(=O)N/N=C(\C)c2ccc(Cl)c(Cl)c2Cl)cc1,-0.4%,-50.2%,-3.0%,i,0.6,1.6%,2.3%,-9.0,540,1.5%,-5.5%,
Cc1[nH]c2ccccc2c1-c1ccc(Cl)nn1,2.0%,4.7%,0.0%,i,0.1,-6.6%,0.0%,-22.9,648,-1.6%,-9.0%,
Cc1cc(Cl)c(OCCCN(C)C)c(Br)c1,8.0%,-0.3%,-2.2%,i,0.1,29.8%,-7.0%,-2.3,721,2.9%,-2.4%,
COc1ccccc1CCNC(=O)C(C)n1nc(C)c2c(C)n(-c3ccccc3)nc2c1=O (centres undefined),-1.7%,7.0%,0.0%,i,3.9,-2.2%,-7.5%,37.3,755,-0.4%,nt,
CSc1ccccc1NC(=O)C1CC(c2ccccc2O)=NO1 (centres undefined),-0.4%,-14.9%,-7.4%,i,1.9,-11.4%,-0.4%,-10.1,760,1.5%,-2.6%,
O=C(CN1CCN(c2cccc(Cl)n2)CC1)N1CC(O)CO1 (centres undefined),-0.5%,16.7%,3.7%,i,0.3,2.6%,-10.9%,3.2,670,-0.8%,-16.1%,
Cc1ccc(C(=O)O)cc1-n1c(C)cc(C=O)c1C,6.5%,1.4%,-2.4%,i,0.6,-8.2%,-4.4%,23.9,710,5.7%,-0.3%,
OC(COC(c1ccccc1)c1ccccc1)CN1CCN(c2cccc(Cl)c2)CC1 (centres undefined),1.1%,4.1%,-4.1%,i,0.4,3.6%,0.4%,-24.7,829,-0.6%,nt,
COc1cc(-n2c(=O)c3ccccc3n(CC(=O)c3ccc(F)cc3)c2=O)cc(OC)c1OC,12.9%,3.1%,-17.2%,i,0.3,-0.9%,0.8%,-10.0,681,0.5%,-4.4%,
CC1Sc2ccc(S(=O)(=O)CCC(=O)N3CCN(c4cccc(Cl)c4)CC3)cc2NC1=O (centres undefined),-7.6%,32.9%,0.8%,i,0.0,11.8%,-3.3%,-86.4,686,-0.3%,nt,
Cc1ccc(-n2nc3c(c2NC(=O)c2cccs2)CS(=O)(=O)C3)cc1C,0.1%,3.1%,1.9%,i,0.9,10.9%,-2.1%,-9.1,632,-0.4%,nt,
CC(C)c1ccc(Nc2nc(Cl)nc(NCCO)n2)cc1,0.3%,0.3%,-5.3%,i,0.1,7.8%,-4.1%,0.6,850,-0.5%,nt,NS5 inhibitors pilot replicate=2.7

# The listing, previewed entries included:
SMILES,SIAH1 antagonists,HEK293 NOD2/NF-kB,NS5 inhibitors,Myeloid diff 2,Myeloid diff 2 GFP+ MAC1+ %,AID2073,LYP inhibition,Lipid droplet,Lipid droplet cells 6.5 µM,HIV peptide binding,XIAP displacement,others
CCOc1ccc(S(=O)(=O)N/N=C(\C)c2ccc(Cl)c(Cl)c2Cl)cc1,-0.4%,-50.2%,-3.0%,i,0.6,1.6%,2.3%,-9.0,540,1.5%,-5.5%,
Cc1[nH]c2ccccc2c1-c1ccc(Cl)nn1,2.0%,4.7%,0.0%,i,0.1,-6.6%,0.0%,-22.9,648,-1.6%,-9.0%,
Cc1cc(Cl)c(OCCCN(C)C)c(Br)c1,8.0%,-0.3%,-2.2%,i,0.1,29.8%,-7.0%,-2.3,721,2.9%,-2.4%,
COc1ccccc1CCNC(=O)C(C)n1nc(C)c2c(C)n(-c3ccccc3)nc2c1=O (centres undefined),-1.7%,7.0%,0.0%,i,3.9,-2.2%,-7.5%,37.3,755,-0.4%,nt,
CSc1ccccc1NC(=O)C1CC(c2ccccc2O)=NO1 (centres undefined),-0.4%,-14.9%,-7.4%,i,1.9,-11.4%,-0.4%,-10.1,760,1.5%,-2.6%,
O=C(CN1CCN(c2cccc(Cl)n2)CC1)N1CC(O)CO1 (centres undefined),-0.5%,16.7%,3.7%,i,0.3,2.6%,-10.9%,3.2,670,-0.8%,-16.1%,
Cc1ccc(C(=O)O)cc1-n1c(C)cc(C=O)c1C,6.5%,1.4%,-2.4%,i,0.6,-8.2%,-4.4%,23.9,710,5.7%,-0.3%,
OC(COC(c1ccccc1)c1ccccc1)CN1CCN(c2cccc(Cl)c2)CC1 (centres undefined),1.1%,4.1%,-4.1%,i,0.4,3.6%,0.4%,-24.7,829,-0.6%,nt,
COc1cc(-n2c(=O)c3ccccc3n(CC(=O)c3ccc(F)cc3)c2=O)cc(OC)c1OC,12.9%,3.1%,-17.2%,i,0.3,-0.9%,0.8%,-10.0,681,0.5%,-4.4%,
CC1Sc2ccc(S(=O)(=O)CCC(=O)N3CCN(c4cccc(Cl)c4)CC3)cc2NC1=O (centres undefined),-7.6%,32.9%,0.8%,i,0.0,11.8%,-3.3%,-86.4,686,-0.3%,nt,
Cc1ccc(-n2nc3c(c2NC(=O)c2cccs2)CS(=O)(=O)C3)cc1C,0.1%,3.1%,1.9%,i,0.9,10.9%,-2.1%,-9.1,632,-0.4%,nt,
CC(C)c1ccc(Nc2nc(Cl)nc(NCCO)n2)cc1,0.3%,0.3%,-5.3%,i,0.1,7.8%,-4.1%,0.6,850,-0.5%,nt,NS5 inhibitors pilot replicate=2.7
O=C(COc1ccc2c3c(c(=O)oc2c1)CCC3)NC(Cc1ccc(Cl)cc1)C(=O)O (centres undefined),-2.1%,11.9%,-0.7%,i,3.0,14.1%,-2.1%,-1.7,832,1.0%,nt,
CCOCN(C(=O)Cn1c(C(C)O)nc2ccccc21)c1c(C)cccc1CC (centres undefined),-2.3%,-3.3%,2.0%,i,1.0,10.1%,-5.8%,-1.5,789,-2.9%,-8.2%,
Cc1onc(NC(=O)c2ccc(Cl)cc2Cl)c1Br,4.6%,-35.8%,-6.9%,i,0.9,-14.8%,-2.7%,5.0,702,0.9%,-3.9%,
Cc1cccc(OCC(O)CN2CCN(S(=O)(=O)c3ccc(C)cc3C)CC2)c1 (centres undefined),0.3%,19.6%,2.7%,i,2.4,0.0%,-1.9%,-21.0,829,-0.3%,nt,
COc1ccc(C(=O)c2sc3nc(C)cc(-c4cccs4)c3c2N)cc1OC,-0.1%,39.7%,24.3%,i,2.5,11.6%,3.4%,-24.8,564,4.5%,-0.1%,
CCOCCCNC(=O)C1(O)c2ccccc2NC(=O)N1c1ccc(Cl)c(Cl)c1 (centres undefined),4.9%,12.3%,-12.9%,i,0.3,5.4%,-5.3%,nt,nt,1.0%,nt,
COc1c(C(=O)Nc2ccc(Cc3ccncc3)cc2)ccc2ccccc12,-1.8%,-1.2%,-3.2%,i,0.6,16.2%,-2.4%,-3.9,662,-1.8%,-0.8%,
CCc1cc(=O)oc2cc(OCC(=O)N3CC[C@@]4(O)CCCC[C@H]4C3)ccc12,-2.9%,13.4%,0.0%,i,2.1,7.0%,-9.4%,0.8,743,2.4%,nt,
CC1=C(C#N)C(c2cccnc2)C2=C(CCCC2=O)N1 (centres undefined),3.5%,7.3%,-6.7%,i,1.7,18.7%,-15.1%,8.9,751,-0.3%,-3.0%,
CCN(CC)S(=O)(=O)c1cccc(S(=O)(=O)c2cccc(S(=O)(=O)N(CC)CC)c2)c1,-6.2%,23.6%,-4.1%,i,2.5,8.0%,-5.4%,nt,nt,0.3%,-1.5%,
CC(=O)c1ccc(Oc2ccc(C(C)=O)cc2)cc1,3.9%,-35.3%,-3.3%,i,0.2,-2.7%,-5.3%,nt,nt,-2.6%,-4.5%,
COc1cc(/C=N\NC(=O)CNC(=O)c2cccc([N+](=O)[O-])c2)ccc1O,0.7%,-5.9%,-2.8%,i,1.0,-2.3%,-0.8%,-8.7,773,-1.6%,-2.7%,
